Lipid storage S3: qHTS Assay for Lipid Storage Modulators in Drosophila S3 Cells; AID 2685; Drosophila S3 cells, BODIPY lipid droplet fluorescence, 18-24 h; cells fed with added oleic acid; lipid storage change, negative = inhibition, % at the top dose, mostly 46.1 µM; hits show Potency in µM; 320,000 compounds, 0.64% hits; active = well fitted inhibition curve with a large enough effect in the signal ratio, with a control signal flat, not every such curve was filed as active; inconclusive = small, poorly fitted or top-dose-only effect, or effect the other way, or a change in a side signal; the % refers to the signal ratio
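Drosophila S3 cells loaded with oleic acid (400 uM, as added) and compounds at several concentrations; lipid droplets imaged by 488-nm laser-scanning cytometry, 500–530 nm intensity and object ratio to cell channel. Percent activity normalized to 20 uM Triacsin C.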
Lipid storage S3 cell count max: recorded beside Lipid storage S3, whose call it bears; cell number change, %; measured here: cell count max response;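 cells counted by Cell Tracker Red CMTPX staining in the red channel; peak over a dose series mostly up to 46.1 µM; percent activity relative to internal control wells on each plate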
An asterisk follows results filed as active; i = inactive; ? = inconclusive; / = not tested or not shown; [ ] = dose if it differs, or a comment. % is scaled to controls: 0 for no effect and ±100 for the full control effect; potency is read from the fitted curve at half-maximal effect. An excerpt; count on the stated rates, not on these rows.

SMILES | Lipid storage S3 | Lipid storage S3 cell count max
CC(=O)N(C1CC(C)C(C#N)(C#N)C1(C#N)C#N)N(C)C (stereo not given) | -19% | 13
C/C(=N\NC(=O)c1ccc(N/N=C(\C)c2ccncc2)cc1)c1ccncc1 | ? | /
N#C/C(=C(/O)COC(=O)CCc1ccc(S(=O)(=O)N2CCOCC2)cc1)c1nc2ccccc2[nH]1 | ? | /
Clc1ccc(C2=NCCn3nc4ccccc4c32)cc1 | ? | /
CN(Cc1ccccc1)Cc1nc2c([nH]1)c(=O)[nH]c(=O)n2C | i | /
O=c1cnnc(Nc2ccccc2)[nH]1 | ? | /
Cc1c(F)cccc1NS(=O)(=O)c1ccc2c(c1)n(C)c(=O)c(=O)n2C | ? | /
Cc1ccc(S(=O)(=O)N2CC=C(c3c(C)n(C)c4ccccc34)CC2)cc1 | 0% | -11
CCOC(CNC(=O)c1cccn2c(=O)c3cc(Cl)ccc3nc12)OCC | 4% | 2
COc1ccc(NC2CCCN(C(=O)CN3C(=O)c4ccccc4C3=O)C2)cc1OC (stereo not given) | 18µM* | -14*
COc1ccc(-c2cc3c(nn2)-c2ccccc2C3=O)cc1 | ? | /
CC(C)N(C(=O)Cn1c(SCC(=O)N2CCN(c3ccccc3)CC2)nc2ccccc21)C(C)C | 20% | 14
CC(OC(=O)CN1C(=O)NC2(CCCC2)C1=O)C(=O)Nc1cccc(Cl)c1 (stereo not given) | ? | /
O=C(Nc1ccc(Br)cc1C(=O)O)c1ccc2c(c1)C(=O)N(Cc1ccccc1)C2=O | ? | /
COc1ccc(-n2c(SCC(=O)NC3CC3)nc3ccccc3c2=O)cc1OC | ? | /
O=C(Nc1ccc(Cl)cc1)C1=Cc2cc(Cl)ccc2OC1 | i | -30
CC(=O)NC(=S)NNC(=O)C(c1ccccc1)c1ccccc1 | ? | /
CC(=O)NC1C(Oc2cccc(C)c2)OC2COC(c3ccco3)OC2C1O (stereo not given) | 4% | -5
CCc1cccc(C)c1NC(=O)C(c1ccc(O)cc1)N1CCC1=O (stereo not given) | ? | /
Fc1ccccc1N1CCN(c2ncnc3nc[nH]c23)CC1 | ? | /
COc1ccccc1[N+](=O)[O-] | 9% | 13
COc1ccc(NC(=O)Cn2nc(Cc3cccnc3)c3ccccc3c2=O)cc1OC | ? | /
CC(=O)c1cccc(NC(=O)Cn2c(=O)oc3cc(S(=O)(=O)N4CCCC4)ccc32)c1 | -11% | -15
COc1ccc(CNC(=O)[C@H](CCSC)NC(=O)N2CCn3c2nc2ccccc23)cc1 | ? | /
Nn1c(SCc2ccccc2)nnc1-c1ccco1 | ? | /
Cc1cc(C)c2cc(CN(Cc3ccco3)C(=S)NCC3CCCO3)c(=O)[nH]c2c1 (stereo not given) | 14% | 12
COc1ccc(NC(=O)c2cccc(S(=O)(=O)N3CCOCC3)c2)cc1 | -67% | 12
NC(=O)CC(NC(=O)Cc1ccc(Br)cc1)c1ccc(NC2CCCC2)c([N+](=O)[O-])c1 (stereo not given) | 15% | 3
CCOC(=O)C1=C(C)N(CC)C(=S)NC1c1ccc(Cl)cc1 (stereo not given) | 0% | -9
CC(=O)N(c1cccc(C)c1)C1SC(=O)N(c2ccccc2)C1=O (stereo not given) | 3% | 10
CN(Cc1nc(-c2ccccn2)no1)S(=O)(=O)c1ccc(Cl)cc1 | ? | /
CC(=O)c1cccc(N(CC(=O)NCCc2ccccc2)C(=O)c2csnn2)c1 | ? | /
C/C(=N\Nc1ccc(S(=O)(=O)N2CCCCC2)cn1)c1cccc(Br)c1 | ? | /
CC(OC(=O)c1ccc(O)cc1)C(=O)Nc1cc(C(F)(F)F)ccc1Cl (stereo not given) | ? | /
COc1ccc(NS(=O)(=O)c2cccc(C(=O)N/N=C/c3cccs3)c2)cc1 | ? | /
CC(=O)c1cc(C(=O)Nc2ccc(C(=O)O)cc2)oc1C | ? | /
COc1cccc(C(=O)N(c2ccc(C)cc2)C2C=CS(=O)(=O)C2)c1 (stereo not given) | 4% | -1
Cc1ccc(NC(=O)/C=C/c2cccs2)c([N+](=O)[O-])c1 | ? | /
CCOc1ccc(N2CC(O)=C(c3nc4ccccc4c(=O)[nH]3)C2=N)cc1 | ? | /
Cc1ccc(NC(=O)CCNS(=O)(=O)c2cccc3nonc23)cc1 | 15% | 13

As a working copy, some entries already given.
SMILES | Lipid storage S3 | Lipid storage S3 cell count max
CC(=O)c1cccc(NC(=O)Cn2c(=O)oc3cc(S(=O)(=O)N4CCCC4)ccc32)c1 | -11% | -15
COc1ccc(CNC(=O)[C@H](CCSC)NC(=O)N2CCn3c2nc2ccccc23)cc1 | ? | /
Nn1c(SCc2ccccc2)nnc1-c1ccco1 | ? | /
Cc1cc(C)c2cc(CN(Cc3ccco3)C(=S)NCC3CCCO3)c(=O)[nH]c2c1 (stereo not given) | 14% | 12
COc1ccc(NC(=O)c2cccc(S(=O)(=O)N3CCOCC3)c2)cc1 | -67% | 12
NC(=O)CC(NC(=O)Cc1ccc(Br)cc1)c1ccc(NC2CCCC2)c([N+](=O)[O-])c1 (stereo not given) | 15% | 3
CCOC(=O)C1=C(C)N(CC)C(=S)NC1c1ccc(Cl)cc1 (stereo not given) | 0% | -9
CC(=O)N(c1cccc(C)c1)C1SC(=O)N(c2ccccc2)C1=O (stereo not given) | 3% | 10
CN(Cc1nc(-c2ccccn2)no1)S(=O)(=O)c1ccc(Cl)cc1 | ? | /
CC(=O)c1cccc(N(CC(=O)NCCc2ccccc2)C(=O)c2csnn2)c1 | ? | /
C/C(=N\Nc1ccc(S(=O)(=O)N2CCCCC2)cn1)c1cccc(Br)c1 | ? | /
CC(OC(=O)c1ccc(O)cc1)C(=O)Nc1cc(C(F)(F)F)ccc1Cl (stereo not given) | ? | /
COc1ccc(NS(=O)(=O)c2cccc(C(=O)N/N=C/c3cccs3)c2)cc1 | ? | /
CC(=O)c1cc(C(=O)Nc2ccc(C(=O)O)cc2)oc1C | ? | /
COc1cccc(C(=O)N(c2ccc(C)cc2)C2C=CS(=O)(=O)C2)c1 (stereo not given) | 4% | -1

(listing goes on)
SMILES | Lipid storage S3 | Lipid storage S3 cell count max
CCC(C)(C(=O)NC1CCCC1)N(Cc1cccs1)C(=O)c1ccccn1 (stereo not given) | -3% | -10
COc1ccc(CC(=O)NNC(=O)[C@@H]2CCCC[C@@H]2C(=O)O)cc1 | i[0.369 µM] | -6
CCCc1c(C(=O)OCC)sc(N)c1C#N | ? | /
COc1ccc2[nH]c(=O)c(CNc3ccc(C)cc3C)cc2c1 | 7% | -7
C/C(CC(=O)Nc1ccc(C)c(Cl)c1)=N\NC(=O)c1ccccn1 | i | 29
O=C(Nc1ccccc1F)c1ccc(C(=O)c2ccccc2)cc1 | ? | /
Fc1ccc(-c2ccc(-c3nn4c(-c5ccco5)nnc4s3)o2)cc1 | i | /
O=C(Nc1ccc(F)cc1)C1CCCN1S(=O)(=O)c1cccc2nsnc12 (stereo not given) | ? | /
COc1ccccc1Nc1nc(-c2sc(NC(=O)CC(C)C)nc2C)cs1 | ? | /
CC(=O)Nc1cc(C)nn1-c1nc(C)cc(C)n1 | ? | /
Cc1ccc2cc(/C=N/Nc3nc4ccccc4[nH]3)c(Cl)nc2c1 | 0% | -6
Cc1ccc(C(=O)O/N=C(\N)c2ccccn2)c(C)c1 | ? | /
O=C1c2ccccc2C(O)N1Cc1cccs1 (stereo not given) | -2% | -5
COCCCN1C(=O)c2ccc(C(=O)NCCc3ccccc3)cc2C1=O | -24% | 8
CC(Oc1ccc(Cl)cc1Cl)c1nc(-c2ccc(NC(=O)c3ccccn3)cc2)no1 (stereo not given) | 6% | 1
CC(=O)Nc1ccc(NS(=O)(=O)c2ccc(OC(C)C(=O)N3CCOCC3)cc2)cc1 (stereo not given) | ? | /
CCN1CCN(c2nc(N(C)c3ccccc3)nc(N)c2[N+](=O)[O-])CC1 | 17% | -1
OC1(c2ccc(OC(F)F)cc2)CSC(=Nc2cccnc2)N1C1CC1 (stereo not given) | -26% | -20
CSc1ccc(/C=N/N2CCN(c3ccccc3)CC2)cc1 | ? | /
CC(=O)Nc1ccc(S(=O)(=O)N2CCC(C(N)=O)(N3CCCCC3)CC2)cc1 | ? | /
O=C(CN1C(=O)NC2(CCCCCC2)C1=O)NCCc1ccccc1 | ? | /
CCCCNC(=O)CCn1nc(-c2ccc(Cl)cc2)c2ccccc2c1=O | 1% | 8
CCCn1nnnc1NC(=O)CSc1ccc(Cl)cc1 | ? | /
O=[N+]([O-])c1ccc(C(=S)N2CCN(c3ccc(F)cc3)CC2)cc1 | ? | /
O=C(CN1C(=O)C2C3CCC(C3)C2C1=O)N1CCN(Cc2ccccc2)CC1 (stereo not given) | -11% | -4
Cn1c(=O)c(C(=O)CN2CCOCC2)c(N)n(Cc2ccccc2)c1=O | 15% | -14
COc1ccccc1C(=O)NCCNC(=O)c1ccco1 | 7% | -1
O=C(COC(=O)c1cc(=O)[nH]c2ccccc12)Nc1nc(-c2cccc(Br)c2)cs1 | 13% | -11
CC1CCCCC1NC(=O)c1cccc(S(=O)(=O)N2CCN(C)CC2)c1 (stereo not given) | 10% | /
COc1ccc(-n2c(Cc3cccn3C)nnc2SCC(=O)Nc2cc(Cl)ccc2OC)cc1 | ? | /
COCC(=O)N1CCCC(N(C)CCc2ccc(OC)c(OC)c2)C1 (stereo not given) | i | -4
C=CCn1c(-c2cccs2)nc2ccccc21 | ? | /
CCC(CC)c1nnc(NC(=O)c2ccc(N3CCCC3=O)cc2)s1 | -23% | -7
Cc1ccccc1Nc1c(-c2cccnc2)nc2ccc(Br)cn12 | 0% | 2
CCOC(=O)c1oc2ccccc2c1NC(=O)c1cccc(OC)c1 | ? | /
CCc1cc(C(=O)Nc2ccc(S(=O)(=O)NC3=NCCCCC3)cc2)sc1C | ? | /
Cc1occc1-c1nnc(SCC(=O)N2CCCCC2)o1 | 15% | /
Cc1ccc(S(=O)(=O)N(CC(=O)NCc2cccs2)c2ccccc2)cc1 | -23% | -3
O=C1C(=Nc2cccc(Cl)c2)CC(c2ccc(Cl)cc2)N1c1cccc(Cl)c1 (stereo not given) | ? | /
Cc1ccc(NC(=O)CCN2C(=O)c3ccccc3S2(=O)=O)cc1F | ? | /
CC1CCC(NC(=O)COC(=O)C2CC3CCCC(C2)C3=O)CC1 (stereo not given) | ? | /
CC(=O)N1c2ccc(S(=O)(=O)NCCC(=O)N(C)Cc3ccccc3)cc2CC1C (stereo not given) | 18% | 15
N/C(COc1ncn(-c2ccccc2)n1)=N\S(=O)(=O)c1ccc(Cl)cc1Cl | ? | /
Cc1c(NC2=C(Cl)C(=O)N(c3ccccc3)C2=O)c(=O)n(-c2ccccc2)n1C | ? | /
Cc1cc(N/N=C/c2ccc(F)cc2)nc(-n2nc(C)cc2C)n1 | ? | /
COc1ccc(NC(=O)CN2C(=O)NC3(CCCC3)C2=O)cc1 | -28% | 12
O=C(CN(C1CCCCC1)S(=O)(=O)c1ccc(Cl)cc1)NCCCO | ? | /
Cc1cc(NS(=O)(=O)c2ccc(NC(=O)COc3ccc(Cl)cc3)cc2)no1 | i | /
COC(C)(C)[C@]12CC(O)(C(C)C)ON1[C@H]1CCCCC1N2O (stereo not given in full) | 2% | 8
O=C1CC(c2ccccc2)n2ncnc2N1 (stereo not given) | ? | /

Additional entries:
SMILES | Lipid storage S3 | Lipid storage S3 cell count max
O=C(NCc1cccnc1)C1CC(c2cccc(Br)c2)=NO1 (stereo not given) | ? | /
CN(C(=O)CN1C(=O)NC(c2ccccc2)(c2ccccc2)C1=O)C1CCS(=O)(=O)C1 (stereo not given) | ? | /
COc1ccc(-c2cc(=O)oc3cc(O)ccc23)cc1 | 14% | -3
O=C(NCC1CCCO1)c1ccc(NS(=O)(=O)c2cccs2)cc1 (stereo not given) | 1% | 0
CCCCNC(=O)c1onc(CSc2ccccc2)c1C(=O)NCCCC | ? | /
CC(C)COc1ccc(C(=O)CCN2CCCCC2)cc1 | ? | /
CCCCn1c(NCCC)nc2c1c(=O)[nH]c(=O)n2C | ? | /
COCCNC(=O)C(=O)NCC1OCCN1S(=O)(=O)c1cccs1 (stereo not given) | -23% | /
CCCn1nnc(NC(=S)NC(=O)c2ccc(-c3ccc(Br)cc3)o2)n1 | 10% | 10
CCc1ccccc1OCCOc1ccc(C)cc1OC | 3% | 9
CC(=O)N1c2ccc(S(=O)(=O)NCC3CCC(C(=O)N4CCCC(C)C4)CC3)cc2CC1C (stereo not given) | i | -17
Cc1ccnc(NC(=S)NC(=O)c2ccco2)c1 | -1% | -12
CN1C(=O)/C(=C\c2ccc(OC(=O)c3ccco3)cc2)SC1=S | -7% | 5
COc1ccc(NC(=O)C2CCCN2C(=O)NCc2ccccc2)c(OC)c1 (stereo not given) | 5% | -3
O=C(NCCNC(=O)c1ccccc1Br)c1ccccc1Br | 5% | 14
CC1(C)CC(=O)C(C=NCCN2CCN(C(=O)c3ccc(F)cc3)CC2)=C(O)C1 | -1% | 5
CN(CCNC(=O)c1ccc(CS(=O)(=O)c2c(Cl)cccc2Cl)o1)CCc1ccccc1 | i | /
Cn1nnnc1Sc1ncnc2scc(-c3ccccc3C(F)(F)F)c12 | ? | /
COc1ccc(S(=O)(=O)NC(CC(=O)NCCc2ccc(OC)c(OC)c2)c2ccco2)cc1 (stereo not given) | i | /
CCOC(=O)c1ccc(NC(=O)CSc2nc(SC)ns2)cc1 | ? | /

Screens deposited in PubChem by National Center for Advancing Translational Sciences (NCATS).
